# IDH1 R132H inh: human IDH1 R132H inhibition | O75874 | IDH1-R132H enzyme, NADPH consumption, diaphorase/resazurin fluorescence | Potency, µM (series often up to 76.6 µM), for the others: at the highest dose activity change, negative = inhibition, actives largely listed as inhibitors | actives 0.093% (n = 390,000) | AID 602179; further: potency means the concentration at half of the fitted maximal effect; on the % scale 0 is the no-effect control and ±100 the full control effect; nearly all actives have a fitted effect of over 65% in size
#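 IDH1-R132H (0.5 ug/mL) preincubated 30 min with compound, then NADPH (0.016 mM) and alpha-KG (2 mM) added; 80 min at RT, pH 7.5. Remaining NADPH coupled via diaphorase/resazurin to fluorescence (540/590 nm); concentration-response curves normalized to no-enzyme control.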
# D2 antagonist: D2 dopamine receptor (human) antagonism; HEK293 TREx D2 cells, calcium flux, dopamine EC80; inhibition, % at 10 µM; actives 2% (n = 340,000); in the data active means inhibition above about 30%; further: 0% is about no effect
#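 Dopamine at EC80 is the agonist stimulus; test compounds precede it by 180 s. Calcium flux read kinetically in a force-coupled, inducible HEK293 T-REx D2 cell line.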
# TRHR PAM: TRH receptor (human) allosteric enhancement. TRHR cells, fluo-8 calcium fluorescence, EC20 TRH enhancement. AID 493056. enhancement, % at 2 µM. actives 0.66% (n = 360,000); in the data active means enhancement above about 30%; further: 0% is about no effect
#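 TRHR-expressing cells loaded with fluo-8 calcium dye were read kinetically (ex 480/em 530) during compound addition, then stimulated with an EC20 of TRH (10 nM final). Enhancement of the Gq-mediated intracellular calcium response was scored.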
# TrxR1 substrate: is turned over as a substrate by rat TrxR1. O89049. purified TrxR1 substrate turnover, NADPH consumption readout. Potency, µM (series often up to 114 µM), without a hit: at the top dose activity change, negative = substrate turnover. actives 0.01% (n = 390,000). AID 588456; further: potency means the concentration at half of the fitted maximal effect; on the % scale 0 is the no-effect control and ±100 the full control effect; nearly all actives have a fitted effect of over 50% in size
#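 Rat TrxR1, dispensed at 90 nM, was prereduced with 400 uM NADPH (final) for 5 min at ~22 deg C, then incubated with compound 15 min before 400 uM selenite. A first-read NADPH fluorescence drop versus no-compound background flagged substrates.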
# TRHR ag: activates the human TRH receptor; activation, % at 2 µM; actives 0.18% (n = 360,000); P34981; TRHR cells, calcium flux fluo-8, FDSS agonist mode; in the data active means activation above about 30%; further: 0% is about no effect
#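 Steps: seed TRHR cells overnight; add fluo-8 no-wash Ca dye, RT 30 min–1.5 h; record 10 s baseline; pin-transfer compounds; monitor fluorescence 1 cycle/s for the agonist window. Calcium increases flag candidate agonists.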
# Pin1 inhibitor: blocks the human prolyl isomerase Pin1; Q13526; actives 0.009% (n = 390,000); Pin1 FP peptide displacement, HiFluor488, 10 min; Potency, µM (doses to about 115 µM), for inactives: at the highest dose activity, negative = inhibition, hits mostly inhibitors; active means well fitted inhibition curve with a large enough effect in the polarisation, with a control signal flat, not every such curve was filed as active; inconclusive means small, poorly fitted or top-dose-only effect, or effect the other way, or a change in a side signal; inactive means no such curve, though single readings can be large or run the other way; the % refers to the polarisation; further: potency means the concentration at half of the fitted maximal effect; on the % scale 0 is the no-effect control and ±100 the full control effect
# Target sequence (Q13526 whole entry, looked up): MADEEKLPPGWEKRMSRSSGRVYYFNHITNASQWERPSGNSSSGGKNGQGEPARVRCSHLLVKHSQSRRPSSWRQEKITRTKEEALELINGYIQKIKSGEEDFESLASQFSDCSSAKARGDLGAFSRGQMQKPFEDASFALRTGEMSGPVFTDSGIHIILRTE
# USP1-UAF1 inh: blocks the human USP1/UAF1 deubiquitinase complex | O94782 | recombinant USP1/UAF1, Ub-Rhodamine cleavage fluorescence | Potency, µM (top dose mostly 57.1 µM), for inactives: top-dose activity change, negative = inhibition, hits mostly inhibitors | actives 0.23% (n = 390,000) | AID 743255; further: potency means the concentration at half of the fitted maximal effect; on the % scale 0 is the no-effect control and ±100 the full control effect; nearly all actives have a fitted effect of over 60% in size; inactives centre near -12
# Target sequence (O94782 whole entry, looked up): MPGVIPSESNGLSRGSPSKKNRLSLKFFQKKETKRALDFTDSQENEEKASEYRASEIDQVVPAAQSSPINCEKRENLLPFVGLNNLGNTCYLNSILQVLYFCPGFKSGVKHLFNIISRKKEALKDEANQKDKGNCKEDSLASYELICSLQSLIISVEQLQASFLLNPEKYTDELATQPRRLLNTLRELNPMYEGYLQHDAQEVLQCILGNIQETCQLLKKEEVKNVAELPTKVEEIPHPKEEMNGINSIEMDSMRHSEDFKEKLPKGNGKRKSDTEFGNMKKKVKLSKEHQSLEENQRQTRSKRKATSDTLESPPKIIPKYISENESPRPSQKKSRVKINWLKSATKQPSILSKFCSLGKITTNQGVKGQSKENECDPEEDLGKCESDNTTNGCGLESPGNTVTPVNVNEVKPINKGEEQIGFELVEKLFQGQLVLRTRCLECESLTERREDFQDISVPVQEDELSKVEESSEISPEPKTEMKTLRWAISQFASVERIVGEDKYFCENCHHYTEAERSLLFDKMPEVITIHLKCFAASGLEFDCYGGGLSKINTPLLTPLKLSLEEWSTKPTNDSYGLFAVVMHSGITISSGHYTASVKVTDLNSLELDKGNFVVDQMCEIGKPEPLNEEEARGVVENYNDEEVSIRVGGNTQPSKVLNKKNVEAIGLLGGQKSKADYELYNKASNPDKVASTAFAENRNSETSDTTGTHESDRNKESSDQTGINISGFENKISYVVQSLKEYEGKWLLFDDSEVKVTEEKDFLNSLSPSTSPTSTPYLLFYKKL
#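 High-throughput fluorogenic screen: 1nM USP1/UAF1 complex, Ub-Rho substrate 150nM final, 50mM HEPES pH 7.8 with 0.5mM EDTA, 0.1 mg/ml BSA, 1mM TCEP and 0.01% Tween-20.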
# rTrxR1 inhibitor: blocks rat thioredoxin reductase 1; Potency, µM (series often up to 114 µM), inactives show at the top dose activity change, negative = inhibition, hits mostly inhibitors; O89049; AID 588453; actives 1% (n = 390,000); recombinant rTrxR1, NADPH fluorescence consumption, selenite substrate; further: potency means the concentration at half of the fitted maximal effect; on the % scale 0 is the no-effect control and ±100 the full control effect; nearly all actives have a fitted effect of over 65% in size
#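 Rat TrxR1 (90 nM in the dispensed reagent) was pre-reduced with 400 uM NADPH for 5 min at room temperature, then incubated with compound for 15 min. After 400 uM selenite was added, NADPH fluorescence (Ex 340/Em 450 nm) was followed for 8 min.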
# D2 agonist: agonists of human D2 dopamine receptor | P14416 | HEK293 T-REx D2 cells, calcium flux agonist mode | activation, % at 2 µM | actives 0.53% (n = 340,000) | AID 485358;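 active means activation over 3 SD above normal in the single-dose calcium agonist read, cut at about 30% in these data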; further: 0% is about no effect
#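 In this primary screen, compounds producing a positive calcium signal within 180 s of addition to tetracycline-induced, force-coupled HEK293 Trex D2 cells are flagged; cells are dye-loaded with a no-wash calcium kit beforehand.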
# * hit, by the source's call; ? = inconclusive; · = not tested or not shown; [ ] = dose if it differs, or a comment. Unless noted, the call rests on the fitted dose curve; in most records, active means well fitted inhibition curve with a large enough effect; inconclusive means small, poorly fitted or top-dose-only effect; inactive means no such curve, though single readings can be large or run the other way. Only part of the results is shown. The share of hits here may be higher or lower than overall.
# The line under a structure holds: IDH1 R132H inh	D2 antagonist	TRHR PAM	TrxR1 substrate	TRHR ag	Pin1 inhibitor	USP1-UAF1 inh	rTrxR1 inhibitor	D2 agonist
> CCN(CC(=O)Nc1c(F)cccc1F)C(=O)c1cc(S(=O)(=O)N(CC)CC)ccc1N1CCCCC1
→ 0%	-12	-1	-1%	-0.5	5%	-15%	3%	-0.1
> CCc1ccc(NC(=O)C(C)OC(=O)c2ccc(N3CCCC3)c([N+](=O)[O-])c2)cc1 (centres undefined)
→ 1%	15	-3	-6%	0.1	1%	-14%	5%	-0.9
> Cc1csc(SCC(=O)N(C)c2c(N)n(Cc3ccccc3)c(=O)[nH]c2=O)n1
→ 7%	7	4	-1%	0.1	-3%	-2%	10%	0.3
> COc1cccc(C(=O)NNC(=O)c2ccc(NS(=O)(=O)c3cccs3)cc2)c1OC
→ -1%	-11	-5	-15%	0.1	-8%	-4%	-13%	1.1
> Cc1ccc(C)c(S(=O)(=O)N2CCN(C(=O)CCNS(=O)(=O)c3ccccc3)CC2)c1
→ 9%	1	-14	-1%	-0.6	2%	-19%	3%	-0.4
> CCOC(=O)N1CCN(C(=O)CN(c2ccc(C)cc2)S(=O)(=O)c2c(C)noc2C)CC1
→ 9%	-21	10	-10%	1.0	-8%	-8%	1%	-0.6
> Cc1cc2cc(CCNC(=O)c3ccc(Br)o3)c(=O)[nH]c2cc1C
→ 12%	-12	-5	15%	-0.4	12%	-21%	-66%	0.5
> O=C(O)/C=C\C(=O)Nc1ccc(OC(F)F)cc1
→ -8%	4	-6	-7%	-0.6	-3%	3%	-9%	0.5
> COc1ccc(-c2cc3c(=O)n(CC(=O)N4CCN(C)CC4)ncn3n2)cc1
→ -7%	16	-1	11%[57.1 µM]	0.5	-9%	-3%	14%[57.1 µM]	0.2
> Cc1nc(N2CCOCC2)c2c(C)c(C(=O)Nc3ccccc3Cl)sc2n1
→ 3%	·	1	12%	-0.1	3%	-10%	-28%	·
> O=C(CC1C(=O)NCCN1Cc1cccc(F)c1)NCCCOc1cccnc1 (centres undefined)
→ 0%	-1	1	5%[57.1 µM]	-0.3	-15%	-13%	12%[57.1 µM]	-0.7
> O=C1C(Cc2ccc(Br)cc2)SC(=Nc2ccccc2)N1c1ccccc1 (centres undefined)
→ 5%	6	-1	6%	0.4	4%	-2%	23%	0.2
> COc1ccccc1N1CCN(C(=O)c2cnn3cccnc23)CC1
→ ·	3	4	·	0.2	·	·	·	-0.1
> CC(=O)c1ccc(OCCCC(=O)OCC(=O)Nc2ccc3[nH]c(=O)[nH]c3c2)cc1
→ 0%	0	-2	5%	0.3	14%	-18%	9%	0.4
> Cc1onc(-c2ccccc2Cl)c1C(=O)NC(C)c1ccccc1 (centres undefined)
→ 0%	-7	-3	9%	-2.1	0%	-16%	16%	-1.1
> Cc1ccc(C2=NC3(CCCCCC3)NC2=S)cc1
→ 3%	16	-8	8%[57.1 µM]	2.2	5%	-12%	0%[57.1 µM]	0.2
> CCCONC(=O)Nc1ccccc1[N+](=O)[O-]
→ 0%	5	3	-13%	-1.5	-3%	-23%	-18%	-0.7
> CCC1=[N+](CC(=O)c2ccc(C)cc2)CCn2c(C)ccc21
→ -1%	3	1	-1%	0.6	5%	6%	?	0.2
> COCCCNc1nc2c(c(=O)n(Cc3ccc(OC)cc3)c(=O)n2C)n1C
→ 0%	-5	2	1%	-0.2	-2%	-15%	2%	-1.0
> COc1ccccc1N(CC(=O)NCC1CCCO1)C(=O)Cn1nnc(-c2cccs2)n1 (centres undefined)
→ 4%	11	3	6%[11.4 µM]	0.0	0%	5%	24%[11.4 µM]	0.4
> CC(C)(C)c1ccc(OC(=O)CN2C(=O)C3C4CCC(C4)C3C2=O)cc1 (centres undefined)
→ 2%	1	6	-12%	-2.3	-1%	-3%	-8%	-1.2
> C[C@H](CO)N1C[C@H](C)[C@@H](CN(C)Cc2ccc(C(=O)O)cc2)Oc2c(NC(=O)c3ccncc3)cccc2C1=O
→ -7%	·	·	13%[57.1 µM]	·	-15%	-8%	20%[57.1 µM]	·
> CCCn1c(SCC(=O)Nc2c(CC)cccc2CC)nnc1C(C)C
→ 1%	3	9	-15%	-1.5	0%	-15%	-13%	-0.1
> O=C(COC(=O)Cc1ccc(Cl)c(Cl)c1)Nc1ccc2[nH]c(=O)[nH]c2c1
→ -1%	-8	21	-6%	4.1	30%	-22%	8%	-1.8
> CCOc1ccccc1-c1nc(C(N)=O)c2[nH]c(=O)n(-c3ccc(F)cc3)c2n1
→ 1%	-19	-4	6%	0.1	36%[activator]	1%	3%	-0.5
> O=C(CNC(=O)c1cccs1)NCC(=O)OCc1ccc(Cl)cc1
→ 4%	-13	1	11%	0.3	0%	-12%	10%	1.0
> Cc1ccc(NC(=O)c2cc3c(CO)cnc(C)c3oc2=Nc2cccc(C(N)=O)c2)cc1
→ 0%	·	7	0%	0.6	2%	-15%	25%	·
> CCOC(=O)c1cnn(-c2cccc(Cl)c2)c1N
→ -5%	18	-3	-5%	-0.8	1%	-14%	-6%	-0.7
> COc1ccc(OC)c(NC(=O)CCN2C(=O)c3cccc([N+](=O)[O-])c3C2=O)c1
→ 0%	-35	-1	5%	-0.8	-10%	-22%	2%	1.5
> Cc1ccc(C(=O)c2ccccc2C(=O)OCC(=O)NCC2CCCO2)cc1 (centres undefined)
→ 9%	-24	7	5%[57.1 µM]	-1.2	-2%	-25%	9%[57.1 µM]	-2.3
> Cc1ccc(-c2nn3c(=O)cc(CN4CCN(C(=O)c5ccc(C(C)(C)C)cc5)CC4)nc3s2)cc1
→ -5%	·	6	5%[57.1 µM]	0.6	-1%	-6%	10%[57.1 µM]	0.4
> CC(=O)NCCC1CCCCN1C(=O)c1cc(COc2cc(C)ccc2C)on1 (centres undefined)
→ -4%	-5	-10	-13%	-0.4	7%	-4%	-1%	0.1
> CCOc1cccc(Nc2ccc([N+](=O)[O-])cn2)c1
→ -15%	-2	3	-11%	0.4	-2%	-7%	9%	0.5
> CCOC(=O)C1C(C(=O)OCC)C1(c1ccccc1)c1ccccc1 (centres undefined)
→ 0%	-9	6	-10%	1.4	-6%	-6%	-9%	1.3
> O=C(COc1ccc(Cl)cc1)Nc1ccc(-c2nc3cc(Cl)ccc3o2)c(O)c1
→ 0%	·	-7	12%	0.7	7%	1%	2%	1.1
> COc1cc(NC(=O)CSc2nccn2C)cc(OC)c1OC
→ -9%	·	4	9%	2.4	-1%	-19%	11%	0.8
> NC(=O)c1cc2ccccc2o/c1=N\NC(=O)c1ccccc1O
→ -8%	-1	-18	-6%	-0.6	20%	-5%	-5%	-0.4
> O=C(O)COc1ccccc1/C=N/NC(=O)CSc1nc2ccccc2n1Cc1ccccc1
→ 4%	-7	0	1%	0.1	0%	-16%	7%	-1.0
> O=C(CNC(=S)N(CCCN1CCOCC1)Cc1cccs1)N1CCCCCC1
→ 7%	7	-4	7%	0.0	1%	-1%	15%[57.1 µM]	1.3
> Cc1cccc(-c2cccc(NC(=O)C3CCCN(C(=O)c4ocnc4C)C3)c2)c1 (centres undefined)
→ 8%	·	7	-6%	-0.9	-2%	-21%	-4%	·
> COC(=O)c1cc(-c2c(C)oc3cc(O)ccc3c2=O)c(C)o1
→ 0%	24	-3	96%[activator]	1.0	-1%	-14%	14%	0.7
> Cc1cc(Cl)cc(C)c1OCCn1ccnc1
→ -5%	5	-2	3%	-0.3	-2%	?	20%	-0.9
> NC(=O)CC(NC(=O)Cc1cccc2ccccc12)c1ccc(NC2CCCC2)c([N+](=O)[O-])c1 (centres undefined)
→ -7%	·	·	0%	·	5%	-23%	17%	·
> O=C(CCn1c(=O)c2cccn2c2cccnc21)NCc1ccccc1Cl
→ 1%	·	5	34%	-0.3	6%	-23%	8%	0.6
> CC1CCC(NC(=O)COc2ccccc2C(N)=O)CC1 (centres undefined)
→ 1%	-14	4	2%	2.3	0%	9%	-3%	1.8
> O=C1CC/C=C\C[C@@H](CC(=O)N(CCO)Cc2ccccc2)C(=O)N[C@H](Cc2ccccc2)CO1
→ -6%	·	·	3%	·	-11%	9%	14%	·
> OC1COC(O)C(O)C1O (centres undefined)
→ 14%	3	4	4%	0.7	4%	-20%	7%	0.0
> O=C(COc1ccccc1[N+](=O)[O-])N/N=C/c1ccc(O)c([N+](=O)[O-])c1
→ 29%	0	-2	-10%[57.1 µM]	-0.1	?	-10%	-5%[57.1 µM]	-1.6
> COc1ccc(CSc2nc3nc(C)cc(C)n3n2)cc1F
→ 8%	7	-1	0%	-0.5	6%	4%	-7%	-1.0
> O=C(CSc1ccc(F)cc1)Nc1nnc(-c2ccco2)o1
→ -1%	11	-2	0%[57.1 µM]	-0.3	15%	-2%	2%[57.1 µM]	5.1
> Cc1cc(C)cc(OCC(=O)Nc2ccc(-c3nc4ccccc4o3)cc2)c1
→ ·	·	-4	61%[activator]	2.1	?	-9%	16%	4.4
> O=C(CCNS(=O)(=O)c1ccc(OC(F)(F)F)cc1)NC1CC1
→ 3%	·	·	-10%	·	2%	-7%	-13%	·
> Cc1cc(C)c2c(NC(=O)c3ccccc3)c(C(=O)Nc3ccc(F)cc3)sc2n1
→ -19%	·	1	-2%[57.1 µM]	1.0	0%	10%	8%[57.1 µM]	1.3
> CC(C)Nc1nc(Oc2ccc(Cl)cc2)cc(C(F)(F)F)n1
→ 7%	-12	-9	-11%	3.2	?	-12%	-12%	1.1
